Screens as filed in PubChem.
ABCB6 inh 2 = human ABCB6 transporter inhibition | Q9NP58 | K562-ABCB6 porphyrin accumulation, flow cytometry, 1 h; active compounds read low | fluorescence ratio to DMSO, % at 10 µM | 360,000 compounds, 0.19% hits | AID 602162;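 active = fluorescence ratio to DMSO below 75%, the collection mean minus 3 SD; inconclusive = too few cells collected in the well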;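 note: signal is porphyrin accumulated inside mitochondria; 100% equals median channel fluorescence of DMSO control wells; lower ratio means ABCB6 inhibition with less porphyrin fluorescence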
Target sequence (Q9NP58 whole entry, looked up): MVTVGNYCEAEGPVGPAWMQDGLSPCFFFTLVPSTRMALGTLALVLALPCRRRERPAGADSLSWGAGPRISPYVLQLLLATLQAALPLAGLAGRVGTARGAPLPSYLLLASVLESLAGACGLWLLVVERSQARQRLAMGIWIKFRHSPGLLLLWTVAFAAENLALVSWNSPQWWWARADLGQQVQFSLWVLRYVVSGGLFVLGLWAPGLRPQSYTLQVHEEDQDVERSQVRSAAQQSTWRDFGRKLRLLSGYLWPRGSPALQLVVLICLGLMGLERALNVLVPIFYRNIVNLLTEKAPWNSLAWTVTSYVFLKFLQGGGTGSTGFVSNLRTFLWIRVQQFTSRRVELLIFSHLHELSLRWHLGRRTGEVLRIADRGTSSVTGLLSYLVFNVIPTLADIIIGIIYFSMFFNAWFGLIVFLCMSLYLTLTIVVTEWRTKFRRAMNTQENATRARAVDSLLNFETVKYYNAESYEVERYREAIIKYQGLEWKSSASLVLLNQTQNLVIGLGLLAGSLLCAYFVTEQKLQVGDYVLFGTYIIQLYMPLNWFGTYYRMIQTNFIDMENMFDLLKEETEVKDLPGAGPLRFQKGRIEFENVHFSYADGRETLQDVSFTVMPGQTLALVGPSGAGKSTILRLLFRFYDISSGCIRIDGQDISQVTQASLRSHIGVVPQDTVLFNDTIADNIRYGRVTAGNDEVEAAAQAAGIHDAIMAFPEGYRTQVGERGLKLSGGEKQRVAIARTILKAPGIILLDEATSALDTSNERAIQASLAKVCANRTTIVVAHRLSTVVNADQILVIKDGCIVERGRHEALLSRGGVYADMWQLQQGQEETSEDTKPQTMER
PDI turbidity = blocks human protein disulfide isomerase activity; PDI insulin aggregation turbidity, A650, 90 min; inhibition, % at 10 µM; 350,000 compounds, 0.052% hits;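 active = mean inhibition across replicates of 30% or more, whatever share of single replicates reach that level; inconclusive = mean inhibition below 30% while every single replicate reaches 30%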;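 note: absorbance from insulin aggregation driven by PDI reduction with DTT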
aDG glyco act = increases alpha dystroglycan glycosylation; 360,000 compounds, 0.22% hits; activation, % at 10 µM; Pro5-aDG cells, alpha-DG glycosylation AlphaScreen (IIH6); 0% Pro5, 100% B10-LARGE cell signal;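 active = activation of at least 8% versus controls, or a plate z-score of at least 8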;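 note: Pro5 are CHO cells carrying HIG-tagged alpha-DG that lacks glycosylation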
MC4R ag barr = activates human MC4R beta-arrestin recruitment; P32245; U2OS MC4R beta-arrestin complementation, luminescence; percent of melanotan II response, DMSO zero; activation, % at 8.9 µM; 360,000 compounds, 0.98% hits; AID 540308;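 active = activation above a per-plate cutoff, the mean activation of sample wells on that plate plus 3 SD, cut at about 8% in these data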
Glyco luc inh = blocks N-linked glycosylation in D54 reporter cells | D54 ERlucT glycosylation luciferase reporter, 24 h; percent of 100 nM tunicamycin response | reporter increase, % at 12.5 µM | 360,000 compounds, 0.23% hits;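 active = mean luciferase reporter signal, scaled so untreated is 0 and the glycosylation-blocking control 100, at or above a set limit in every replicate; inconclusive = mean reaches the limit but not every replicate does; inactive = mean below the limit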;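 note: luciferase carries N-glycosylation sites so blocking glycosylation raises the light; 0% = median of neutral control wells and 100% = median of 100 nM tunicamycin wells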
HTR2A ag = agonists of mouse serotonin 5-HT2A receptor (HTR2A); P35363; CHO-K1 mHTR2A beta-arrestin complementation, luminescence; percent of 30 µM serotonin response; activation, % at 7.6 µM; 360,000 compounds, 0.66% hits;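 active = activation above a run cutoff, the mean activation of all tested compounds plus 3 SD, cut at about 14% in these data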;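 note: 0% = plate median of compound wells and 100% = 30 µM serotonin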
MC4R antagonist = blocks human MC4R cAMP signaling. inhibition, % at 6.5 µM. 360,000 compounds, 0.48% hits. AID 540295. P32245. MC4R-expressing cells, MTII-stimulated cAMP, LANCE TR-FRET;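 active = inhibition above its plate's cutoff, the mean of tested wells on that plate plus 3 SD, cut at about 29% in these data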;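 note: 0% = Melanotan II alone and 100% = Melanotan II plus saturating MCL0020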
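Material – human MC4R-expressing U2OS cells · Repeats – no replicates · Detection – TR-FRET with Eu-cAMP and labeled anti-cAMP, 671 nm · Times – compound 30 min, challenge 1 h, detection 1 h · Compound – single nominal compound dose of 6.5 µM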
Vif imaging = inhibitors of HIV Vif. AID 602346. HEK293T cells, Vif self-association by quenched fluorescence, imaging, 24 h. 340,000 compounds, 0.35% hits. inhibition, % at 7.49 µM; in the data active = inhibition above about 50%, passing the limit was not always enough; inconclusive = no clear call, values can overlap the other calls; inactive = below about 31%; note: some results filed as inactive read as strong as hits
H9c2 protect = protects H9c2 cardiomyocytes from peroxide injury. AID 588492. protection from H2O2 cell death, % at 20 µM. 360,000 compounds, 0.63% hits. H2O2 injury protection, ATPLite, 2 h;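 active = compounds giving at least 50% protection of heart cells from peroxide-induced death in the single-dose screen, raw or plate-pattern-corrected value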;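 note: 0% = DMSO wells with peroxide and 100% = DMSO wells without peroxide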
CaV13 ICDI inh = Disruptors of the CACNA1D IQ motif to Ca2+-dependent inactivation inhibitor domain association, primary screening, Förster resonance energy transfer in intact living …; inhibition, % at 12.3 µM; HEK cells, CFP/YFP FRET ICDI-IQ, plate reader, 10 min; percent FRET-ratio fall versus neutral wells; AID 743397; 340,000 compounds, 0.098% hits;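 active = mean replicate inhibition of at least 30% and at least 1% of replicates passing that level; inconclusive = only one of the two criteria is met; inactive = neither criterion is met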;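 note: 0% = median of the neutral control wells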
Active calls of the source: *; ? = inconclusive; / = no result given. The order is random; about 3.6% have a hit in one of these screens.

#1 O=C1NC[C@H](CCCCN2CCN(Cc3ccccc3)C(=O)C2=O)N(Cc2ccccc2)C1=O
#2 CC1CCCC(NC(=O)COC(=O)COc2ccc(C#N)cc2)C1C (stereo not drawn)
#3 CCOC(=O)C(Cc1ccccc1)NC(=O)CCc1nnc2ccc(N3CCCC3)nn12 (stereo not drawn)
#4 C=CCn1c(SCC(=O)Nc2cc(C)on2)nc2ccccc21
#5 O=C(Nc1ccnn1C1CCN(Cc2cc(Cl)ccc2O)CC1)c1cccnc1
#6 O=C(NC1CCCCC1)C1CCCN(S(=O)(=O)c2cccs2)C1 (stereo not drawn)
#7 O=C(COc1ccc(Cl)cc1Cl)NN1C(=O)/C(=C\c2ccc(Cl)cc2)SC1=S
#8 Cn1c(=O)n(CCc2ccccc2)c(=O)c2c1nc1n2CCCN1c1ccccc1

entry no.,1,2,3,4,5,6,7,8
ABCB6 inh 2,99.0,103.0,97.0,98.0,98.0,96.0,97.0,96.0
PDI turbidity,/,-11.7,-2.3,-1.3,1.4,2.6,-10.9,3.3
aDG glyco act,-0.3,0.1,-0.1,-0.1,0.2,-0.1,0.2,-0.1
MC4R ag barr,/,0.6,-1.8,-1.5,-1.8,-2.8,1.2,-1.7
Glyco luc inh,/,-1.6,1.2,15.7,-0.3,1.3,2.4,6.3
HTR2A ag,0.2,2.6,5.1,-3.7,-10.2,11.0,2.4,-4.5
MC4R antagonist,/,36.5*,-18.9,0.9,0.1,5.7,8.6,-3.8
Vif imaging,/,12.4,13.0,-7.8,4.8,7.5,-4.4,-1.7
H9c2 protect,/,5.5,-2.9,-4.4,-3.4,3.1,-8.9,-3.9
CaV13 ICDI inh,-7.1,-4.8,-15.0,-5.6,-7.0,-0.7,-7.1,-8.6

#9 O=C(CC1S/C(=N/N=C/c2cccs2)NC1=O)Nc1ccc(Cl)c(Cl)c1 (stereo not drawn)
#10 O=C(C[C@@H]1C/C=C\C[C@H](NC(=O)OCC2c3ccccc3-c3ccccc32)C(=O)O[C@H](c2ccccc2)CNC1=O)NCCO
#11 CCOC(=O)c1c(C)c(C(=O)Nc2ccc3c(c2)OCCO3)c(C)n1CC
#12 COc1ccccc1-n1c(SCC(=O)Nc2cccc(C)c2)nc2c(c1=O)SCC2
#13 COc1ccc(Cc2c(O)nc[nH]c2=O)cc1
#14 COc1ccc(/C=N/N(C)C2=NS(=O)(=O)c3ccccc32)cc1
#15 Cc1cc(Cl)ccc1OCCCC(=O)NNC(=O)c1ccncc1
#16 CCOc1ccc(S(=O)(=O)N2CCCC(C(=O)NC3CCCC3)C2)cc1 (stereo not drawn)

entry no.,9,10,11,12,13,14,15,16
ABCB6 inh 2,99.0,95.0,98.0,97.0,98.0,93.0,96.0,95.0
PDI turbidity,6.8,1.5,4.0,-7.9,-4.8,-3.1,3.3,-0.1
aDG glyco act,0.4,0.2,0.3,0.0,-0.1,0.0,-0.2,0.3
MC4R ag barr,2.6,0.8,0.5,-1.1,-0.8,0.9,-1.4,-1.2
Glyco luc inh,1.1,0.8,5.8,3.8,1.6,2.2,1.3,-0.5
HTR2A ag,4.3,5.1,8.5,-2.9,-0.4,-4.8,-5.9,-2.8
MC4R antagonist,-1.8,-5.5,-12.8,13.8,3.2,5.7,-5.7,5.4
Vif imaging,4.3,3.6,15.3,-12.4,-2.5,5.7,3.8,-6.2
H9c2 protect,-7.6,-23.0,-2.4,12.1,3.1,-9.0,7.5,-2.1
CaV13 ICDI inh,-1.4,-4.7,-10.3,-5.9,-3.4,-5.5,-3.0,/

#17 O=C(Nc1nc(OCCN2CCCC2=O)cnc1/C=C\c1ccccc1)c1cc2ccccc2s1
#18 c1n[nH]c(NCc2ccc3c(c2)OCO3)n1
#19 CC1(C(=O)Nc2cccc3cccnc23)CCN1C(=O)Cc1ccc(Cl)cc1Cl (stereo not drawn)
#20 CCN(C(=O)CSc1nc(C)c(C)c(C)n1)C1CCS(=O)(=O)C1 (stereo not drawn)
#21 O=C(CSc1nc(O)cc(=O)[nH]1)N1CCOCC1
#22 Cn1cnc2nc[nH]c2c1=O
#23 Cc1cccc(NC(=O)c2cc([N+](=O)[O-])ccc2N2CCN(C)CC2)c1
#24 COc1cc(/C=N/N(C)C2=NS(=O)(=O)c3ccccc32)cc(OC)c1OC

entry no.,17,18,19,20,21,22,23,24
ABCB6 inh 2,98.0,95.0,101.0,95.0,102.0,92.0,96.0,98.0
PDI turbidity,14.2,4.1,2.1,0.3,2.1,/,-0.5,5.6
aDG glyco act,-0.3,-0.3,-0.1,0.4,0.1,-0.1,-0.8,0.1
MC4R ag barr,-2.0,-0.2,1.0,0.3,1.7,-0.3,-1.0,1.5
Glyco luc inh,-6.3,3.8,-1.5,2.9,-2.6,2.7,1.9,-2.1
HTR2A ag,-3.1,4.0,-2.3,0.3,9.8,2.1,-8.2,3.9
MC4R antagonist,0.5,2.2,19.4,6.8,5.6,2.0,-1.6,-23.2
Vif imaging,-11.2,11.8,-4.5,9.9,-3.7,-0.5,6.4,-1.0
H9c2 protect,7.1,4.6,-3.0,-1.9,0.6,-1.7,-2.1,13.2
CaV13 ICDI inh,-4.8,-4.2,-5.4,-6.1,-3.7,/,-3.5,-3.1

#25 COc1ccc(N2C(=O)CCC2(C#N)c2ccc(OC)cc2)cc1 (stereo not drawn)
#26 Cc1nnc2ccc(N3CCC4(CC3)OCCO4)nn12
#27 CCCCn1c(=NC(=O)c2cccnc2)c(C(=O)OCC)cc2c(=O)n3ccccc3nc21
#28 CCNC(=S)N1CCN(CC)CC1
#29 N#Cc1ccc(OCC(=O)N/N=C2\CCc3ccccc32)cc1
#30 CC(O)(CS(=O)(=O)Cc1ccccc1)C(=O)Nc1ccc(C(F)(F)F)cc1 (stereo not drawn)
#31 COc1ccc(CNC(=O)/C=C/[C@H]2O[C@@H](n3cnc4c(NC(=O)c5ccccc5)ncnc43)[C@H](O)[C@@H]2O)cc1
#32 CCN(CC)c1ccc(/C=N/Nc2nc3ccccc3[nH]2)cc1

entry no.,25,26,27,28,29,30,31,32
ABCB6 inh 2,97.0,99.0,89.0,101.0,97.0,98.0,98.0,91.0
PDI turbidity,11.2,-2.7,14.3,5.1,-1.1,-13.9,/,-4.0
aDG glyco act,-0.1,0.1,-0.1,0.0,0.2,-0.1,-0.2,-1.0
MC4R ag barr,-1.8,-1.0,-2.8,-0.3,0.5,0.3,/,-1.6
Glyco luc inh,0.8,3.2,2.3,-0.4,0.3,3.5,2.1,-18.8
HTR2A ag,-0.7,3.0,2.2,9.9,5.8,-3.5,6.3,-4.5
MC4R antagonist,3.8,2.7,3.6,3.1,-0.2,2.7,/,13.2
Vif imaging,-0.6,2.8,1.8,3.5,6.3,-2.6,?,-18.4
H9c2 protect,-2.0,-2.5,22.6,-1.0,-14.5,-3.1,3.2,-31.7
CaV13 ICDI inh,-5.9,-11.6,-3.8,-1.4,-2.0,-3.5,-4.7,-5.0

#33 CCOc1ccc(NC(=O)CCC(=O)Oc2ccc(C)cc2)cc1
#34 O=C(NNC(=O)c1ccc(Br)o1)c1ccc(NC(=O)c2ccccc2)cc1
#35 COc1ccc(C=C2CCC3C(=O)CCCC3(C)C2=O)cc1 (stereo not drawn)
#36 COc1ccc(Cl)cc1NC(=O)CN(C)C(=O)c1cn(-c2ccccc2)nc1-c1cccnc1
#37 CC(C)(C)c1ccc(S(=O)(=O)N2CCC(O)(c3ccc(Cl)cc3)CC2)cc1
#38 COc1cc(CNc2ncc(-c3ccc(Br)cc3)n2C)cc(OC)c1O
#39 Cc1cc2ccccn2c1C(=O)c1ccc(N/N=C/c2ccc(C(=O)O)cc2)c([N+](=O)[O-])c1
#40 CC(=O)C1=CCC(c2ccc(C(C)C)cc2)N(S(=O)(=O)c2ccc(C)cc2)C1 (stereo not drawn)

entry no.,33,34,35,36,37,38,39,40
ABCB6 inh 2,95.0,92.0,95.0,94.0,93.0,98.0,94.0,97.0
PDI turbidity,-0.6,-10.6,-2.7,-3.0,-0.5,8.8,-4.2,/
aDG glyco act,0.1,0.6,0.3,0.0,0.6,0.1,-0.3,0.3
MC4R ag barr,0.1,-2.3,-0.2,-1.1,0.7,-0.6,1.8,/
Glyco luc inh,2.1,1.6,-3.6,7.1,0.5,-0.1,6.6,1.8
HTR2A ag,2.3,2.0,3.8,-7.8,-0.3,-9.2,1.5,-1.0
MC4R antagonist,12.4,14.3,-4.4,9.2,8.2,12.8,4.5,/
Vif imaging,-20.0,1.2,/,-0.5,-8.3,-6.6,1.0,/
H9c2 protect,-0.6,0.8,-3.6,13.9,-26.2,-1.7,0.1,-6.8
CaV13 ICDI inh,-18.3,-8.6,-3.9,-5.7,-4.4,-5.7,-5.1,-2.8

An excerpt from above, limited to ABCB6 inh 2, CaV13 ICDI inh and MC4R antagonist.
entry | SMILES | ABCB6 inh 2 | CaV13 ICDI inh | MC4R antagonist
38 | COc1cc(CNc2ncc(-c3ccc(Br)cc3)n2C)cc(OC)c1O | 98.0 | -5.7 | 12.8
39 | Cc1cc2ccccn2c1C(=O)c1ccc(N/N=C/c2ccc(C(=O)O)cc2)c([N+](=O)[O-])c1 | 94.0 | -5.1 | 4.5

Of the compounds above, these contain an NH in an aromatic ring:
#13 COc1ccc(Cc2c(O)nc[nH]c2=O)cc1
#18 c1n[nH]c(NCc2ccc3c(c2)OCO3)n1
#21 O=C(CSc1nc(O)cc(=O)[nH]1)N1CCOCC1
#22 Cn1cnc2nc[nH]c2c1=O
#32 CCN(CC)c1ccc(/C=N/Nc2nc3ccccc3[nH]2)cc1

entry no.,13,18,21,22,32
ABCB6 inh 2,98.0,95.0,102.0,92.0,91.0
PDI turbidity,-4.8,4.1,2.1,/,-4.0
aDG glyco act,-0.1,-0.3,0.1,-0.1,-1.0
MC4R ag barr,-0.8,-0.2,1.7,-0.3,-1.6
Glyco luc inh,1.6,3.8,-2.6,2.7,-18.8
HTR2A ag,-0.4,4.0,9.8,2.1,-4.5
MC4R antagonist,3.2,2.2,5.6,2.0,13.2
Vif imaging,-2.5,11.8,-3.7,-0.5,-18.4
H9c2 protect,3.1,4.6,0.6,-1.7,-31.7
CaV13 ICDI inh,-3.4,-4.2,-3.7,/,-5.0
